Source: PubChem (National Center for Advancing Translational Sciences (NCATS))
Eya2 phos inh: inhibitors of human Eya2 phosphatase activity. recombinant Eya2, OMFP fluorescence dephosphorylation (OMFP is methylfluorescein phosphate). Potency, µM (highest dose often 76.9 µM), for inactives: at the highest dose activity, negative = inhibition, actives largely listed as inhibitors. actives 0.006% (n = 330,000); note: potency is the fitted concentration of half-maximal effect; % is set by controls: 0 for no effect and ±100 for the full control effect
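Eya2 protein (added as 0.2 uM solution) was preincubated with compound for 10 min at ambient temperature in 50 mM HEPES pH 7.5, 50 mM NaCl, 5 uM MgCl2, 0.05% BSA, 1 mM DTT. OMFP (added at 50 uM) then reacted 10 min; fluorescence read at 485/525 nm.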
Tb PFK inh: inhibitors of T. brucei phosphofructokinase | Potency, µM (series often up to 57.5 µM), without a hit: at the top dose activity, negative = inhibition, most hits filed as inhibitors | T. brucei PFK, ADP-Glo luminescence | actives 0.17% (n = 330,000) | AID 485367 | O15648;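 note: potency is the fitted concentration of half-maximal effect; 0% = uninhibited 1x PFK enzyme wells and -100% = no-enzyme wells; nearly all actives have a fitted effect of over 60% in size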
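Activity is normalized to no-enzyme wells (full inhibition) and 1.25 nM enzyme wells (no inhibition). Reaction: 0.5 mM F6P, 0.1 mM ATP, 45 min RT, ADP-Glo luminescence; concentration-response curves fitted and classed by quality.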
TCR activator: activators of T cell receptors; 330,000 tested, under 10 active; primary human leukocytes, anti-CD3, IL-2 HTRF, 48 h; Potency, µM (series often up to 9.22 µM), inactives show at the top dose activation of IL-2 secretion, actives largely listed as activators; note: % of control where 0% means no effect
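Human primary leukocytes + a-CD3 beads + cpd, 48 hr; IL-2 in supernatant by HTRF (ex 320nm / em 665nm). No co-stimulatory signal supplied.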
TSHR antag: antagonists of human thyroid stimulating hormone receptor | P16473 | TSHR-expressing cells, TSH-stimulated cAMP HTRF, 2 h; hits give low values | activity change, negative = inhibition, % at 11.5 µM | actives 0.2% (n = 330,000) | AID 504810;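 active = activity change below a set negative limit, meaning inhibition stronger than a set level, cut at about -70% in these data; inconclusive = activity change between two set negative limits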; note: % is set by controls: 0 for no effect and ±100 for the full control effect
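Competitive HTRF cAMP read-out (cryptate anti-cAMP antibody, cAMP-d2; 30 min, room temperature) in freshly harvested TSHR cells. Compounds added before TSH at EC80 (4nM final), followed by 2 hours' incubation at 37 deg C.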
ELG1 DNA repair: ELG1-dependent DNA repair inhibition | HEK293T ELG1-luciferase reporter, luminescence, 16 h; DNA damage induced by 5-fluorouridine | Potency, µM (titrated, usually from 46.1 µM), for the others: at the highest dose activity change, negative = inhibition, usual class: inhibitors | actives 2.3% (n = 330,000) | AID 504467; note: potency is the fitted concentration of half-maximal effect; % is set by controls: 0 for no effect and ±100 for the full control effect; nearly all actives have a fitted effect of over 55% in size
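Cells (2,000 per well) received 5-fluorouridine plus test compound or DMSO and were incubated 16 hr at 37 °C, 5% CO2. Luciferase activity was read by luminescence 30 min after ONE-Glo addition; signal suppression marked inhibition of damage-induced ELG1 function.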
B2AR arrestin: agonists driving beta-arrestin recruitment to human beta2-adrenergic receptor; P07550; beta-arrestin recruitment to beta2AR, cell-based reporter; Potency, µM (titrated, usually from 46.1 µM), for inactives: top-dose activation, actives largely listed as activators; actives 0.02% (n = 330,000);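 note: potency is the fitted concentration of half-maximal effect; 0% = DMSO controls and full agonism = EC100 isoproterenol or metaproterenol; nearly all actives have a fitted effect of over 65% in size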
Target sequence (P07550 whole entry, looked up): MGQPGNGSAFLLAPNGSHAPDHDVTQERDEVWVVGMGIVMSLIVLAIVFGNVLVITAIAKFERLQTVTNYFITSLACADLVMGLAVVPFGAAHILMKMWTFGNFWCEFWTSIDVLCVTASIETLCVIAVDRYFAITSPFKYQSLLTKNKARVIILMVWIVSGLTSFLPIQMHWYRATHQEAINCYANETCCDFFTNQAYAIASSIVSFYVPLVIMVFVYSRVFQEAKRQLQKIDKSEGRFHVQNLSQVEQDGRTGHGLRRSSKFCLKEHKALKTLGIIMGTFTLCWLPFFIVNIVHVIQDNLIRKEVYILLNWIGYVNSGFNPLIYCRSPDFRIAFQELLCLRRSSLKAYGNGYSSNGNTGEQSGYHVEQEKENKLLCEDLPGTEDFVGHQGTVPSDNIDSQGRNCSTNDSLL
PTAP TSG101 blk: blocks PTAP/TSG101 interaction to inhibit HIV-1 budding. 340,000 tested, under 10 active. Potency, µM (titrated, usually from 115 µM), inactives show at the highest dose activity change, negative = inhibition, most hits filed as inhibitors. Fluorescence polarization, FITC-PTAP peptide / Tsg101 binding. Q99816; active = well fitted inhibition curve with a large enough effect in the main read-out, with a control signal flat, not every such curve was filed as active; inconclusive = small, poorly fitted or top-dose-only effect, or effect the other way, or a change in a side signal; inactive = no such curve, though single readings can be large or run the other way; note: potency is the fitted concentration of half-maximal effect; % of control where 0% means no effect
Target sequence (Q99816 whole entry, looked up): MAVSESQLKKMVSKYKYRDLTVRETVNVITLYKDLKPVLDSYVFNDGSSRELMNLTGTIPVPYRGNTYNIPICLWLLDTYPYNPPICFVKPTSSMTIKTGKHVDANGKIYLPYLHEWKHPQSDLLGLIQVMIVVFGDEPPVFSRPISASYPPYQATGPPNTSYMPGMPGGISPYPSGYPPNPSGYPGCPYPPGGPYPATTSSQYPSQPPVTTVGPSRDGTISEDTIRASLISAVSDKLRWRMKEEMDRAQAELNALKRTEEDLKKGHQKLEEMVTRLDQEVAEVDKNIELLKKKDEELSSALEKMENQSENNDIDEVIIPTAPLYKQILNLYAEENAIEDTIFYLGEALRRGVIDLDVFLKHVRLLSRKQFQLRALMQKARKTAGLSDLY
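Fluorescence anisotropy tracks displacement of a FITC-tagged PTAP peptide (50 nM) from the Tsg101 binding domain (10 uM), following a 20 min room-temperature incubation at pH 7.5.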
Mito fusion yeast: mitochondrial division inhibition or fusion activation. S. cerevisiae fusion-defective mutant growth rescue, CellTiterGlo 48 h. Potency, µM (doses to about 46.1 µM), inactives show at the top dose growth rescue (activation), actives largely listed as activators. actives 0.23% (n = 320,000);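 note: potency is the fitted concentration of half-maximal effect; % of control where 0% means no effect; nearly all actives have a fitted effect of over 45% in size; temperature-sensitive fusion mutants such as fzo1-1 at 37 °C on non-fermentable ethanol glycerol medium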
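Luminescent cell viability in 1536-well qHTS format served as the measure of rescued growth in ts fusion-mutant S. cerevisiae cultured on non-fermentable YPEG for 48 hours at 37C.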
uPA generation: inhibitors of cell surface uPA generation. Potency, µM (highest dose often 38.3 µM), inactives show top-dose activity change, negative = inhibition, most hits filed as inhibitors. AID 540303. actives 0.31% (n = 330,000). cell surface uPA generation assay, qHTS; active = well fitted inhibition curve with a large enough effect; inconclusive = small, poorly fitted or top-dose-only effect; inactive = no such curve, though single readings can be large or run the other way; tested in mouse RAW 264.7 cells; note: potency is the fitted concentration of half-maximal effect; % is set by controls: 0 for no effect and ±100 for the full control effect; nearly all actives have a fitted effect of over 55% in size
USP2a inh: USP2a (human) protease inhibition. O75604. USP2 core, Ub-CHOP2 coupled fluorogenic reporter, 485/531. Potency, µM (series often up to 38.3 µM), for the others: at the highest dose activity change, negative = inhibition, usual class: inhibitors. actives 0.01% (n = 330,000). AID 463254;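 note: potency is the fitted concentration of half-maximal effect; plate controls were DMSO wells for no effect and full inhibition by NEM control for full effect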
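Cell-free coupled assay: 10nM USP2 core preincubated 30min RT with compound in Tris-HCl pH 8.0/CaCl2/CHAPS buffer, then 25nM Ub-CHOP2 and 25nM reporter substrate; fluorescence (Ex 485/Em 531) read after 60min RT, normalized to NEM inhibition, concentration-response curves fitted.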
BCR signal inh: inhibitors of chronic active B-cell receptor signaling | ABC-DLBCL IkBa-CBG/CBR reporter, luminescence ratio, 4 h | Potency, µM (series often up to 46.1 µM), without a hit: top-dose ratio change, negative = lower green/red ratio, usual class: inhibitors | actives 0.05% (n = 340,000); active = well fitted inhibition curve with a large enough effect in the signal ratio, with a control signal flat, not every such curve was filed as active; inconclusive = small, poorly fitted or top-dose-only effect, or effect the other way, or a change in a side signal; the % refers to the signal ratio;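 note: potency is the fitted concentration of half-maximal effect; plate controls were basal doxycycline-induced cells for no effect and cells given 10 µM MG132 for full effect; MG132 reads +100%, hits lower the ratio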
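Compounds up to 46 uM were incubated four hours with TMD8 cells whose green CBG68 luciferase is fused to IkappaBalpha; red CBR luminescence normalised the signal, and concentration-effect curves were fitted to fusion, red and ratio data.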
* hit, by the source's call; ? = inconclusive; . = no result given; [ ] = another dose, or the depositor's remark. Unless noted, calls come from the whole dose curve; as a rule, active = well fitted curve in the direction sought with a large enough effect; inconclusive = small, poorly fitted or top-dose-only effect, or another doubt; inactive = no such curve, though single readings can be large; an effect the other way counts as inactive or inconclusive.

SMILES	Eya2 phos inh	Tb PFK inh	TCR activator	TSHR antag	ELG1 DNA repair	B2AR arrestin	PTAP TSG101 blk	Mito fusion yeast	uPA generation	USP2a inh	BCR signal inh
CC(C(=O)NCC1CCCCC1)N1CCc2ccccc2C1 (configuration not stated)	1%	0%	6%	-10	-19%	0.1%	-2%	-6%	5%	-1%	-7%
Nc1cc(-c2ccc(Br)cc2)nn1Cc1ccccc1	-2%	3%	0%	-24	?	-0.7%	-3%	11%	2%	-1%	18%
CC(=O)c1ccc(OCC(=O)NCc2ccc(F)cc2)cc1	6%	1%	-14%	8	9%	0.2%	-4%	-3%	0%	0%	5%
CC(NC(=O)c1cccs1)C(c1cccs1)N1CCN(c2ccccc2)CC1 (configuration not stated)	-1%	2%	-11%	-31	?	0.1%	0%	?	8%	0%	4%
Cc1nnc(SCC2=C(C(=O)O)N3C(=O)C(NC(=O)COc4ccccc4)C3SC2)s1 (configuration not stated)	-21%	15%	3%	-6	0%	0.0%	-7%	-2%	4%	-1%	-3%
CC(Sc1nc(N)cc(N)n1)C(=O)NCCC1=CCCCC1 (configuration not stated)	-1%	-12%	7%	10	?	0.2%	1%	-1%	0%	0%	?
O=C(/C=C/c1cccs1)Nc1nncs1	13%	1%	10%	2	?	-0.1%	0%	-2%	7%	1%	?
CN1CCN(CCC(=O)Nc2ccc(Br)cc2)CC1	7%	-7%	-8%	10	10%	-0.4%	0%	1%	-3%	3%	?
COc1cc(/C=C2\C(=N)N3N=C(S(C)(=O)=O)SC3=NC2=O)ccc1OS(=O)(=O)c1ccccc1	-2%	-23%	.	-8	?	-0.1%	.	-3%	.	-1%	2%
COc1ccccc1OCCOc1ccc(C(=O)c2ccccc2)cc1	-2%	6%	5%[46.1 µM]	-3	-12%	-0.9%	-3%	26%	-17%	-2%	-2%

Results in TSHR antag and B2AR arrestin, for some of the entries so far:
canonical_smiles	TSHR antag	B2AR arrestin
CC(=O)c1ccc(OCC(=O)NCc2ccc(F)cc2)cc1	8	0.2%
CC(NC(=O)c1cccs1)C(c1cccs1)N1CCN(c2ccccc2)CC1 (configuration not stated)	-31	0.1%
Cc1nnc(SCC2=C(C(=O)O)N3C(=O)C(NC(=O)COc4ccccc4)C3SC2)s1 (configuration not stated)	-6	0.0%
CC(Sc1nc(N)cc(N)n1)C(=O)NCCC1=CCCCC1 (configuration not stated)	10	0.2%
O=C(/C=C/c1cccs1)Nc1nncs1	2	-0.1%
CN1CCN(CCC(=O)Nc2ccc(Br)cc2)CC1	10	-0.4%

2 entries from above, with values under each structure:
Values run as follows: Eya2 phos inh	Tb PFK inh	TCR activator	TSHR antag	ELG1 DNA repair	B2AR arrestin	PTAP TSG101 blk	Mito fusion yeast	uPA generation	USP2a inh	BCR signal inh
> CN1CCN(CCC(=O)Nc2ccc(Br)cc2)CC1
    7%	-7%	-8%	10	10%	-0.4%	0%	1%	-3%	3%	?
> Nc1cc(-c2ccc(Br)cc2)nn1Cc1ccccc1
    -2%	3%	0%	-24	?	-0.7%	-3%	11%	2%	-1%	18%

Next part
SMILES	Eya2 phos inh	Tb PFK inh	TCR activator	TSHR antag	ELG1 DNA repair	B2AR arrestin	PTAP TSG101 blk	Mito fusion yeast	uPA generation	USP2a inh	BCR signal inh
CN1CCN(C(=O)C2CCCN(S(=O)(=O)c3ccc(F)cc3)C2)CC1 (configuration not stated)	-1%	-5%	10%	1	7%	-0.7%	-7%	-2%	-4%	1%	0%
CCCCCCCc1c(O)nc(SCCN2CCOCC2)[nH]c1=O	0%	2%	-6%	11	12%	-0.6%	0%	-6%	?	2%	8%
NC(=S)N=Nc1c(O)n(Cc2ccccc2)c2ccccc12	-2%	3%	-5%[46.1 µM]	-2	?	-1.7%	-1%	-5%	-4%	3%	3%
O=C(CSc1nnc(Nc2ccccc2)s1)NCc1cccs1	-2%	7%	-8%[46.1 µM]	9	13%	-0.4%	-2%	-4%	1%	1%	3%
COC(=O)c1ccc(N=C2SCC(=O)N2C)cc1	1%	-1%	2%	-4	3%	-0.4%	-5%	6%	-2%	0%	?
CCc1c(C(=O)Nc2ncn(Cc3cccc(C)c3)n2)csc1C	-21%	-2%	-4%[46.1 µM]	-9	1%	0.1%	-3%	0%	.	1%	0%
C/C(CCc1ccccc1)=N\NC(=O)CCc1ccccc1	-15%	-1%	1%[46.1 µM]	10	7%	-0.1%	-2%	-6%	-3%	-1%	1%
CCOC(=O)CSC1=Nc2ccccc2C2=NC(CC(=O)NCc3cccs3)C(=O)N12 (configuration not stated)	-5%	-3%	9%	3	5%	0.0%	-2%	1%	-1%	-3%	0%

3 entries out of the list above, sorted by their value in B2AR arrestin, smallest number first:
Compound	Eya2 phos inh	TCR activator	TSHR antag	B2AR arrestin	PTAP TSG101 blk	uPA generation
CN1CCN(C(=O)C2CCCN(S(=O)(=O)c3ccc(F)cc3)C2)CC1 (configuration not stated)	-1%	10%	1	-0.7%	-7%	-4%
CCCCCCCc1c(O)nc(SCCN2CCOCC2)[nH]c1=O	0%	-6%	11	-0.6%	0%	?
CCc1c(C(=O)Nc2ncn(Cc3cccc(C)c3)n2)csc1C	-21%	-4%[46.1 µM]	-9	0.1%	-3%	.
